# dFosB act: activators of delta FosB homodimer, primary screen, biochemical, fluorescence polarization, TAMRA-CDK5 oligo, single point; Protein FosB (Mus musculus), P13346; purified delta FosB; percent of positive-control signal above neutral wells; activation, % at 25 µM; hit rate 0.99% among 340,000; AID 493131, 2011;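 active means mean activation above about 17%, with every replicate also reaching it, limit read from the data, passing the limit was not always enough; inconclusive means only one of the two conditions met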;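 further: fluorescence polarization rise as delta FosB binds a TAMRA Cdk5 AP-1 oligo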
# Target sequence (P13346 whole entry, looked up): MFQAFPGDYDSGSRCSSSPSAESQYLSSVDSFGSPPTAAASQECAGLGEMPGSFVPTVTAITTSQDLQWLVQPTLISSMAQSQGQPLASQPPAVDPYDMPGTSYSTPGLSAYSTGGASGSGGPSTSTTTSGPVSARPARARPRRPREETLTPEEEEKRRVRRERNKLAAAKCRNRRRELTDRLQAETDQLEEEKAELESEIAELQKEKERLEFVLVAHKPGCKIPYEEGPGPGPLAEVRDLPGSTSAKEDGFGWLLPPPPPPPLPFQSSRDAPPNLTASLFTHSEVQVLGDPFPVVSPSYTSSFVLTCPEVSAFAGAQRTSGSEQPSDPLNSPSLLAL
# HTR5A inv ctr: HTR5A inverse agonists in luminescence cell assay, primary screen, counter-screen for OPRM1-OPRD1 heterodimer inverse agonist project, full-deck HTS; inhibition, % at 9.3 µM; 5-hydroxytryptamine receptor 5A (Homo sapiens), P47898; HTR5A cell line, inverse agonism; hit rate 0.083% among 340,000; in the data active means inhibition mostly above about 23%, no sharp cut-off; inactive means mostly below about 18%;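 further: 0% = cells with DMSO and 100% = no-cell wells with DMSO; some compounds called inactive have numbers as strong as hits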
# Target sequence (P47898 whole entry, looked up): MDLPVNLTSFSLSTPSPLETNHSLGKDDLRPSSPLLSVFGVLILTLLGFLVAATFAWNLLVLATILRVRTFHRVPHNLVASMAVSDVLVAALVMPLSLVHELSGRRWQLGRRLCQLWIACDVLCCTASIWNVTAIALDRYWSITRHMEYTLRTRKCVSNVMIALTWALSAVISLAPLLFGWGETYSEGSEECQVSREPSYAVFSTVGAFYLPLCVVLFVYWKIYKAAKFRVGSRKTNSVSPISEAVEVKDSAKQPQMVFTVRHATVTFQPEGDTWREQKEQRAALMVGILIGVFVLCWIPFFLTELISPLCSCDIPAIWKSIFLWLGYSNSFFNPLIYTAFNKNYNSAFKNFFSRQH
# Wnt bcat act: Wnt/beta-catenin pathway activators, primary screen, cell-based, plate reader, single point; Wnt/beta-catenin reporter cell assay, activator; activation, % at 9.35 µM; hit rate 1.2% among 300,000; AID 743398, 2014; in the data active means activation above about 30%, passing the limit was not always enough; inconclusive means no clear call, values can overlap the other calls;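 further: 0% = neutral control wells and 100% = positive control wells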
# V-ATPase pH: regulators of yeast V-ATPase proton pumping, primary screen, pHLuorin cytosolic pH fluorescence; S. cerevisiae; response, % at 10 µM; hit rate 0.37% among 350,000; AID 504577, 2011; in the data active means response mostly above about 7.3%, no sharp cut-off; inactive means mostly below about 5.4%; further: actives read high; inactives centre near 0; some compounds called inactive have numbers as strong as hits; reference of the scale not given here
# NSD2 inh: NSD2 histone methyltransferase inhibitors, primary screen, biochemical, AlphaScreen, single concentration, set 2; Histone-lysine N-methyltransferase NSD2 (Homo sapiens), O96028; NSD2 peptide methylation, 120 min; inhibition, % at 12.5 µM; hit rate 0.54% among 310,000; in the data active means inhibition above about 50%
# SR-BI DiI inh: inhibitors of SR-BI mediated HDL lipid uptake, primary screen, ldlA[mSR-BI] cells, fluorescence, single point; Scavenger receptor class B member 1 (Mus musculus), Q61009; hit rate 0.96% among 320,000; ldlA[mSR-BI] CHO cells, DiI-HDL uptake fluorescence, 3 h; AID 488896, 2010; inhibition, % at 12.5 µM;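 active means mean replicate inhibition of at least 70% and a set share of replicates each scoring 70 or more; inconclusive means meets just one of the two criteria; inactive means fails both criteria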;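 further: 0% = median of neutral control wells and 100% = median of positive control wells; values of inactives mirror those of a sister screen read the other way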
# HTR5A ag ctr: HTR5A agonists in luminescence cell assay, primary screen, counter-screen for OPRM1-OPRD1 heterodimer agonist project, full-deck HTS | activation, % at 9.3 µM | 5-hydroxytryptamine receptor 5A (Homo sapiens), P47898 | cell-based | hit rate 0.61% among 340,000 | AID 504692, 2011; in the data active means activation mostly above about 9.5%, no sharp cut-off; inactive means mostly below about 7.6%;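 further: 0% = cells with vehicle only and 100% = reference agonist; strong numbers were not always called active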
# CDK5 p35 inh: inhibitors of human CDK5/p35 kinase, primary screen, biochemical, single concentration. inhibition, % at 10 µM. hit rate 0.01% among 330,000. AID 488839, 2010. Cyclin-dependent kinase 5 (Homo sapiens) + Cyclin-dependent kinase 5 activator 1 (Homo …. Recombinant CDK5/p35, ADP-Glo luminescence, 60 min;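 active means highest replicate inhibition of at least 50% and at least 75% of replicates reaching 50%; inconclusive means only one of the two criteria met; inactive means both criteria failed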;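 further: plate controls were DMSO neutral control for no effect and GW8510 at 10 µM for full effect; many of its hits are not listed in these tables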
# MITF act: activators of MITF-driven TRPM1 promoter reporter, primary screen, cell-based, SK-MEL-5, luciferase, single point; hit rate 0.75% among 300,000; SK-MEL-5 TRPM1-promoter luciferase, 24 h; % of positive control, neutral wells = 0; activation, % at 12.5 µM;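 active means mean activation of at least 80% with every replicate also reaching 80%; inconclusive means mean reaches 80% but some replicate falls short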;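 further: 0% = neutral control wells and 100% = parthenolide positive control wells; values of inactives mirror those of a sister screen read the other way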
# PvdQ inh: P. aeruginosa PvdQ acylase inhibitors, primary screen, biochemical, fluorescence, plate reader and imaging, single point. PvdQ acylase [Pseudomonas aeruginosa LESB58]. purified PvdQ acylase. inhibition, % at 10 µM. hit rate 0.063% among 340,000. AID 488965, 2010; in the data active means inhibition above about 30%, passing the limit was not always enough; inconclusive means no clear call, values can overlap the other calls;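 further: 0% = vehicle neutral wells and 100% = reference inhibitor wells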
# An asterisk follows results filed as active; ? = inconclusive; · = not tested or not shown; & = joins results of further samples.
SMILES,dFosB act,HTR5A inv ctr,Wnt bcat act,V-ATPase pH,NSD2 inh,SR-BI DiI inh,HTR5A ag ctr,CDK5 p35 inh,MITF act,PvdQ inh
COc1ccc(CNC(=O)C2CCCN(C(=O)Nc3ccccc3OC)C2)cc1 (stereo not given),-6,3,1,-1,2,-8,-1,1.3,0,-6
Cc1ccc(OC(=O)C2CSC3(C)CCC(=O)N23)c(Br)c1 (stereo not given),2,0,6,-2,·,-3,0,-0.3,1,-10
CN1N=C(C(C)(C)C)CSC1=Nc1ccc(F)cc1,-9,-29,7,8,-5,-15,-3,-0.2,0,-1
COc1ccc(CC(=O)Nc2ccc(-c3nnc(-c4ccc(C)cc4)o3)cc2)cc1,7,-3,·,-2,·,22,-1,0.9,·,-14
COc1ccc(C(C(=O)NCc2ccc(F)cc2)N(Cc2cccnc2)C(=O)c2snc(C(N)=O)c2N)cc1 (stereo not given),-17,0,2,4,1,·,0,-1.0,·,9
CCc1nn(C(C)C(=O)N2CCN(c3ccc(OC)cc3)CC2)c(=O)c2cc3occc3n12 (stereo not given),-3,0,-9,-2,6,42,-4,-0.5,-35,1
Cc1ccc2nc(Cl)c3cc(C(=O)N(CCN(C)C)Cc4ccco4)sc3c2c1,-54,3,-6,-3,11,19,-1,0.9,7,-11
O=C(Nc1cc(C(F)(F)F)ccc1N1CCOCC1)C1Cc2ccccc2CN1C(=O)c1ccco1 (stereo not given),-13,12,-4,1,2,-12,-5,-0.9,-8,-12
CCCc1ccc2oc(C(=O)N3CCNC(=O)C3CC(=O)OC)c(C)c2c1 (stereo not given),-6,-3,0,-3,0,-7,1,-2.4,7,-19
COc1cccc(Cn2cccc(NC(=O)Nc3ccccc3C)c2=O)c1,-13,-22,0,4,0,14,-4,-1.0,-7,-6
CCCC[n+]1ccn(-c2nc3ccccc3nc2[N-]S(=O)(=O)c2ccccc2)c1,-10,0,8,-3,-3,-6,-3,0.8,1,-9
CC(=O)Cc1c(C(=O)O)c(C)nn1-c1ccccc1,8,1,0,-1,-3,-16,0,2.5,-2,15
CCCn1nc(C(=O)NCC(C)(C)N2CCOCC2)c2ccccc2c1=O,-3,-3,0,0,0,·,1,2.1,6,-1
COc1ccc(S(=O)(=O)Nc2nnc(C(C)(C)C)s2)cc1,-6,2,-1,-1,0,-9,1,-0.3,4,3
CCn1cc(CNC(=O)C2C3CCC(C3)C2C(=O)O)cn1 (stereo not given),5,3,·,1,49,-35,-1,-0.9,0,-14
NC(=O)c1ccccc1NC(=O)c1ccoc1,1,8,7,-1,23,4,1,0.2,8,-2
O=C(CCn1c(=S)[nH]c2cc3c(cc2c1=O)OCO3)NCc1ccccc1Cl,35*,-18,2,3,1,-4,3,-3.9,0,-3
CCOCCCn1c(NN)nc2ccccc2c1=O,-4,13,0,4,-3,17,1,0.0,-7,-7
CNC(=S)Nc1cc(C(F)(F)F)ccc1Cl,6,9,-1,-2,5,-5,-3,1.6,3,-6
CN(CC(=O)Nc1ccc(F)c(F)c1)S(=O)(=O)c1cccs1,6,1,2,4,-1,·,0,-0.8,4,-8
O=C1c2ccc3c4c(ccc(c24)C(=O)N1c1ccc2ccccc2c1)CC3,?,-2,-4,4,-6,15,-1,0.6,·,0
CC(=O)C(C)n1c(CN(C)Cc2ccccc2)nc2c1c(=O)n(C)c(=O)n2C (stereo not given),-9,0,1,5,-3,-12,0,-0.4,-6,-16
N#CC(C#N)=NNc1ccc(S(=O)(=O)N2CCCC2)cc1,-7,5,·,2,7,-11,-4,2.1,5,14
CCOc1ccc2nc(NC(=O)CSc3ccc(Cl)cc3)sc2c1,5,-26,5,-4,-4,12,-3,-0.5,19,2
Cc1cccc(C(=O)NC(=S)Nc2ccc(S(=O)(=O)N3CCCCC3)cc2)c1,7,9,·,1,-1,18,-7,-2.5,-12,-14

# Next entries:
SMILES,dFosB act,HTR5A inv ctr,Wnt bcat act,V-ATPase pH,NSD2 inh,SR-BI DiI inh,HTR5A ag ctr,CDK5 p35 inh,MITF act,PvdQ inh
CCN(CC(=O)Nc1ccccc1C(F)(F)F)C(=O)CCc1nc2ccccc2c(=O)[nH]1,-5,7,-2,0,-1,-16,-2,-1.5,0,-3
O=C(CCc1ccccc1)n1nc(-c2ccccc2)nc1NCc1ccco1,0,4,3,1,0,-5,0,0.9,25,-4
Cc1ccc(SCC(=O)O/N=C(\N)c2cccc([N+](=O)[O-])c2)cc1,-8,-23,1,-1,8,1,-1,-0.4,5,-7
Nc1ccc(Cc2nc3c(ccc4ccccc43)[nH]2)cc1,3,5,13,2,·,4,-2,-0.5,43,2
O=C(CSc1nc2ccccc2c(=O)n1-c1ccc(F)cc1)Nc1ccc(N2CCOCC2)cc1,13,-6,-5,2,1,-6,2,0.8,-4,-5
CCOc1ccc(NC(=O)CCC(=O)NNC(=O)c2ccccc2Cl)cc1,2,26,2,2,-1,1,-10,1.1,3,-5
C[C@H](CO)N1C[C@H](C)[C@@H](CN(C)Cc2ccncc2)Oc2c(NC(=O)CCC(F)(F)F)cccc2C1=O,-1,2,-4,3,·,5,-1,-1.1,7,-7
COCC(C)NC(=S)NC(=O)c1cc(S(=O)(=O)N2CCOCC2)ccc1C (stereo not given),-4,-1,-9,-3,-3,-35,0,1.0,-10,-1
Cc1ccc(NC(=O)CCCNC(=O)c2ccc(Cl)cc2)c(Br)c1,-5,-2,-2,0,-5,-20,1,2.6,-7,-7
Cc1csc(NC(=O)C(NC(=O)c2ccccc2F)C(C)C)n1 (stereo not given),-3,-10,-2,-2,2,-16,-2,-0.7,10,-12
COc1ccc(N2CCN(C(=O)/C(C#N)=C/c3ccccc3)CC2)cc1,-5,4,0,24*,3,-2,1,-1.2,-7,-16
COc1ccc(C2CC(c3cccs3)=NN2C(=O)CSc2nc(=O)n3cc(C)ccc3n2)cc1 (stereo not given),-1,2,-2,-2,-1,2,3,1.0,-12,-14
O=C(Cc1ccsc1)NNC(=O)c1ccccc1Cl,-2,-8,3,3,2,-24,-3,0.5,0,9
Cc1ccc(C)c(NC(=O)CN(C)C(=O)C2CCN(S(=O)(=O)c3ccc4c(c3)OCCO4)CC2)c1,-1,10,-1,-3,0,-28,0,1.3,-15,-3
CCn1cnc2c1c(=O)n(Cc1nnc3n1-c1ccccc1SC3)c(=O)n2Cc1ccccc1,3,-10,-4,-3,0,1,4,3.0,-11,-3
CCN1CCc2c(OCC(=O)N3CCCCC3)cccc2C1=O,2,-3,-2,-3,1,-9,7,1.6,-8,-12
COc1cccc(NC(=S)N2CCN(C)CC2)c1,-1,-2,2,9,0,-26,1,0.4,·,-2
O=C1CN(C(=O)COC(=O)c2ccc(N3CCCCCC3)c([N+](=O)[O-])c2)c2ccccc2N1,4,10,·,1,9,8,4,1.0,12,-8
O=C1CCc2cc(S(=O)(=O)NCc3ccc(F)cc3)cc3c2N1CCC3,-4,14,-5,-4,7,45,6,-0.2,-2,8
O=S(=O)(c1cccc(F)c1)N1CCN(C(=S)NCc2ccccc2)CC1,-3,-2,1,1,-5,15,1,0.3,-1,-13
Cc1ccc(S(=O)(=O)CCC(=O)Nc2cccc(C)c2)cc1,-6,-5,-4,6,19,1,7,1.9,0,-8
COc1ccc2c(-c3ccc(S(N)(=O)=O)cc3)c(-c3ccc(S(C)(=O)=O)cc3)sc2c1,-7,-4,1,-2,·,63,1,1.2,-17,-32
CCN(C(=O)COC(=O)c1cc(NS(=O)(=O)c2ccc(Cl)c([N+](=O)[O-])c2)ccc1O)C1CCCCC1,3,-15,·,-1,1,0,6,-1.2,12,4
Cc1nnc(SCC(=O)Nc2nsc(-c3ccccc3)n2)s1,-3,-15,·,7,1,-9,1,3.1,-3,-5
CCOCCCNS(=O)(=O)c1cc2[nH]c3c(c2cc1C)C(=O)CC(C)(C)C3,-1,-5,-3,-1,-3,-11,1,3.4,-9,-11

# Next records:
SMILES,dFosB act,HTR5A inv ctr,Wnt bcat act,V-ATPase pH,NSD2 inh,SR-BI DiI inh,HTR5A ag ctr,CDK5 p35 inh,MITF act,PvdQ inh
Cc1ccc(OCCC(=O)NNC(=O)c2nn(C)c(=O)c3ccccc23)cc1,-12,5,0,9,-3,-4,-4,-1.1,-13,-5
O=C1SC(SC(=Nc2ccccc2)Nc2ccccc2)C(=O)N1c1ccccc1 (stereo not given),-5&-1,3&19,48*,-1&-7,·,-11&9,-1&-2,-1.8&1.9,36&27,-16&-3
COc1ccc2c(CC(=O)NC3CCCc4ccccc43)coc2c1 (stereo not given),-5,2,·,-4,2,22,1,-2.6,16,-9
Cc1ccc(NC(=O)CS(=O)(=O)c2c[nH]c3ccccc23)c(C)c1,-5,-35,-3,-3,·,30,0,-0.6,·,2
COC(=O)[C@@]12CCCCN1[C@H](c1ccc(-c3cccc(Cl)c3)cc1)[C@H]1C(=O)N(C)C(=O)[C@H]12,-4,-18,9,0,·,24,-3,-0.2,-8,2
COc1cc(C(=O)NCCNC(=O)c2ccco2)cc(OC)c1OC,-16,-13,1,1,1,6,4,-1.1,0,-7
CC(=O)Oc1ccc(-c2csc(Nc3cccnc3)n2)cc1,1,-1,·,-1,3,14,-1,-2.2,·,-3
COC(=O)c1ccc(N(CC(=O)NC2CCCCC2)C(=O)CNC(=O)c2ccco2)cc1,-1,-5,1,-3,-3,-14,-3,-2.1,-9,-1
Nn1c(SCCOc2ccc(Cl)cc2)nnc1-c1cccnc1,-7,38,-2,-3,-4,-19,4,1.9,-5,1
CCN(C(=O)COC(=O)c1ccccc1Oc1ccccc1)c1c(N)n(Cc2ccccc2)c(=O)[nH]c1=O,-7,1,-3,11,1,43,-1,0.2,0,2
O=C(NCCc1cccs1)C1CCC(=O)N(CCc2cccc(F)c2)C1 (stereo not given),-5,9,0,0,-3,-12,1,-0.6,4,-8
CCOc1ccc(S(=O)(=O)NCc2ccncc2)cc1,-1,8,·,1,0,-8,4,-0.6,-11,-7
COc1ccc(C(=O)Nc2ccc(O)c3c(=O)cc(-c4cccc(Cl)c4)oc23)cc1,-13,11,-1,1,·,43,0,2.5,-10,-17
O=C([O-])c1ccccc1-[n+]1c(-c2ccccc2)cc(-c2ccccc2)cc1-c1ccccc1,-10,-40,-1,-1,·,-19,14,1.0,-3,-3
Cc1occc1-c1nnc(SCC(=O)N(C)CCC#N)n1N,-2,-8,·,0,-1,-1,3,-1.3,-10,-19
O=C(NNC(=O)c1ccccc1[N+](=O)[O-])Nc1ccc(Cl)cc1,2,-4,1,-1,-5,-11,1,-6.2,-5,-4

# Screens (PubChem BioAssay)
